Screens deposited in PubChem BioAssay by several laboratories.
Dyrk1A ADPGlo – inhibitors of rat Dyrk1A kinase; Q63470; ADP-Glo luminescence, NFATc1 peptide; inhibition, % at 12.5 µM; hit rate 0.43% among 310,000; AID 504441; in the data active means inhibition above about 50%;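 further: plate controls were vehicle with enzyme for no effect and no enzyme for full effect; many of its hits are not listed in these tables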
GSK3A inh – inhibitors of human GSK-3 alpha kinase; P49840; ADP-Glo luminescence, 60 min; inhibition, % at 10 µM; hit rate 0.1% among 320,000; AID 2650;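 in the data active means inhibition above about 50%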;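 further: GST-tagged GSK-3 alpha with peptide substrate and 25 µM ATP; 0% = DMSO neutral wells and 100% = GW8510 positive control wells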
KCNK3 block – human KCNK3 channel inhibition, primary screen; B-score at 10 µM; hit rate 0.84% among 340,000; AID 602410; O14649; CHO-KCNK3 thallium flux, FluxOR fluorescence; stronger effect = lower value;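 active means B-score under library mean minus 4 SD, starting fluorescence ratio at most library mean plus 5 SD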;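 further: more negative B-score means stronger inhibition of thallium flux through KCNK3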
Target sequence (O14649 whole entry, looked up): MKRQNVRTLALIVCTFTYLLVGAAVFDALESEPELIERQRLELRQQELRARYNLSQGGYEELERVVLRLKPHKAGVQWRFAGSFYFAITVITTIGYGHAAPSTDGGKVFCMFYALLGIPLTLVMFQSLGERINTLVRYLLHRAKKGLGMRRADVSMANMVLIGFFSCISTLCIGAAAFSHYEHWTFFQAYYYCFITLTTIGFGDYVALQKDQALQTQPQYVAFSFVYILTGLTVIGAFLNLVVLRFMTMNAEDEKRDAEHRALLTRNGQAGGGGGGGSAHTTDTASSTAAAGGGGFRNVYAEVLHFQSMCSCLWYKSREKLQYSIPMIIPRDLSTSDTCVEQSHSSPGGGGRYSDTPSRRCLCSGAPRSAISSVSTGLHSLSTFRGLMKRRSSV
HDAC3 inhib – blocks human histone deacetylase 3; recombinant HDAC3, fluorogenic peptide/trypsin coupled, fluorescence; AID 2718; hit rate 0.15% among 320,000; O15379; inhibition, % at 8.3 µM; in the data active means inhibition above about 26%, passing the limit was not always enough; inconclusive means no clear call, values can overlap the other calls
KCNQ1 inh – inhibitors of human KCNQ1 potassium channel | CHO-K1 KCNQ1, FluxOR thallium flux fluorescence; stronger effect = higher value | B-score at 10 µM | hit rate 1.3% among 310,000 | AID 2642;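 active means compounds whose thallium flux B-score, printed positive for inhibition, exceeds three library SD while starting fluorescence stays within three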;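 further: channel opened by potassium depolarization with thallium stimulus after 20 min compound exposure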
PolyA inhibitor – yeast polyadenylation inhibition | calls only at 12 µM | S. cerevisiae SKY197-pL101 polyadenylation reporter, beta-gal luminescence; efflux-impaired pdr1/pdr3 knockout yeast; score 100 = 6 SD above DMSO | hit rate 0.02% among 300,000;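 active means lowest replicate activity score at least 50, where 100 means six control SD above control mean; inconclusive means lowest score under 50 but half or more replicates reach 50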;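 further: yeast exposed to compound for 9 h at 30 °C; higher score means more reporter readthrough which indicates perturbed polyadenylation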
KCNK9 block – blocks the human KCNK9 two-pore domain potassium channel; AID 488922; Q9NPC2; hit rate 1.2% among 310,000; HEK293 KCNK9, FluxOR thallium flux fluorescence; stronger effect = lower value; B-score at 10 µM;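 active means ratio B-score over 3 SD below the library mean, with starting fluorescence within 5 SD of its mean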;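 further: negative B-score means less thallium flux so channel inhibition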
Target sequence (Q9NPC2 whole entry, looked up, the tested form may be a part): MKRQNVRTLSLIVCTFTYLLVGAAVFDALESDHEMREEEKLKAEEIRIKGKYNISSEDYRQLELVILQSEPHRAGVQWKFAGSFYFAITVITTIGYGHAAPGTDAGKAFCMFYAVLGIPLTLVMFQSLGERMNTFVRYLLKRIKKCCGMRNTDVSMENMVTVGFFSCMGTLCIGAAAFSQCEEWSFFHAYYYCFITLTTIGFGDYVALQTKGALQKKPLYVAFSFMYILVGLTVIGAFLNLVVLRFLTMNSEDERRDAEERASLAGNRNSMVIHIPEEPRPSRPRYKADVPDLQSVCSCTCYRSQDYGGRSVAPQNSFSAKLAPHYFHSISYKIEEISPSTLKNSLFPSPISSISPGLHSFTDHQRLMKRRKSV
RGS4 act – potentiators or activators of RGS4. AID 463111. B-score at 10 µM. hit rate 0.92% among 310,000. HEK293 M3R/inducible RGS4, carbachol calcium flux Fluo4; stronger effect = lower value;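 active means B-score of the integrated calcium signal more than 4 SD below the library mean, with starting fluorescence not abnormally high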;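 further: negative B-score means reduced calcium response which marks RGS4 activation or potentiation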
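Detection: kinetic calcium fluorescence imaging with Fluo4-AM dye, 2 µM / Material: HEK293 cells with stable M3R and inducible RGS4 / Schedule: recording 10 s baseline at 1 Hz, 100 s post-agonist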
hERG protect – hERG (human) protection from proarrhythmic block; Q12809; CHO-hERG, FluxOR thallium flux, dofetilide IC70 present; activation (rescue from dofetilide block), less the hit threshold, % at 10 µM; hit rate 0.51% among 310,000; AID 1511;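 active means activation above the mean of controls blocked by dofetilide plus 5 SD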;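 further: thallium influx through hERG after potassium depolarization seen as dye fluorescence rise; in these data hits start at about 4.7%; inactives centre near -7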
GSK3beta inhib – inhibitors of human GSK3beta kinase; P49841; GST-GSK3beta kinase, ADP-Glo luminescence, 60 min; stronger effect = lower value; activity score (negative = inhibition), % at 10 µM; hit rate 0.038% among 300,000;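 active means more than half of replicate wells score below -50%, meaning over 50% inhibition versus plate controls; inconclusive means some replicates but at most half score below -50%; inactive means no replicate scores below -50%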;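 further: 0% = median DMSO wells and -100% = median GW8510 positive control wells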
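test system = GST-tagged human GSK3beta kinase, cell-free | reagent = 25 µM ATP with peptide substrate | dosing = one dose of 10 µM per compound | schedule = 60 min reaction, RT | detection = luminescent ADP-Glo measurement of ADP formed | control set = DMSO neutral wells and GW8510 at 20 µM as positive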
KCNQ1 pot – human KCNQ1 channel potentiation or activation; CHO-K1 KCNQ1, thallium flux FluxOR fluorescence; stronger effect = higher value; B-score at 10 µM; hit rate 0.35% among 310,000;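 active means fluorescence ratio B-score, a plate-corrected score, at least three library SD, with initial intensity B-score within 5 SD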
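Test system: CHO-K1 cells stably expressing KCNQ1 / Medium: assay buffer / Also added: depolarizing K+/Tl+ stimulus, K2SO4 and Tl2SO4 each 12.5 mM in 5x stock / Incubation: 90 min dye loading and 20 min compound exposure, both at room temperature / Signal: thallium influx via FluxOR fluorescence, kinetic imaging / Evaluation: B score of baseline-normalized fluorescence ratio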
The depositor's hits bear a star; i = inactive; ? = inconclusive; · = not tested or not shown.

SMILES	Dyrk1A ADPGlo	GSK3A inh	KCNK3 block	HDAC3 inhib	KCNQ1 inh	PolyA inhibitor	KCNK9 block	RGS4 act	hERG protect	GSK3beta inhib	KCNQ1 pot
O=C(Nc1cccc(C(F)(F)F)c1)c1cc2c(s1)-c1ccccc1OC2	-4	-2	i	-7	i	i	i	i	-5	0	i
CCCCN(CCCC)CC(O)COc1ccccc1C(=O)Nc1ccccc1 (centres undefined)	-6	0	-10*	3	i	i	-11*	i	-10	-1	i
CC(C)C(=O)NC(c1cccc([N+](=O)[O-])c1)c1ccc2cccnc2c1O (centres undefined)	-1	-6	i	0	i	i	i	i	-3	1	i
COC(=O)CCSCC(=O)N1N=C(c2ccc(OC)cc2)CC1c1cccc(OC)c1OC (centres undefined)	-1	-2	i	5	i	i	i	i	-12	-1	i
CC12CCC(C(=O)Nc3ccc(Br)cn3)(OC1=O)C2(C)C (centres undefined)	·	-1	i	-3	i	i	i	i	1	2	i
COc1ccc(-c2coc3cc4oc(=O)cc(-c5ccccc5)c4cc23)cc1F	-5	-3	i	-2	i	i	i	i	-11	-1	i
Cc1ccc(O)c(N=Nc2ccc(S(=O)(=O)N3CCOCC3)cc2)c1	-2	-1	i	4	i	i	i	i	-17	2	i
Cn1c(=O)n(Cc2ccccc2Cl)c(=O)c2c1[nH]c(=S)n2C	-7	-1	i	9	i	i	i	i	-3	-2	i
COc1ccccc1NC(=O)c1c([N+](=O)[O-])c(C(C)(C)C)nn1C	-6	-1	i	-2	i	·	i	i	-13	2	i
CCOc1ccc(NC(=O)CC2C(=O)Nc3ccccc3N2C(=O)c2ccccc2)cc1 (centres undefined)	-1	-2	i	-6	i	i	i	i	-23	1	i
COc1ccc2c(-c3ccccc3)cc(SCC(=O)NC(N)=O)nc2c1	-2	0	i	-2	i	i	i	i	-10	2	i
CCC(Sc1ncccc1C(=O)OCCN1CCCC1=O)C(=O)NCc1ccco1 (centres undefined)	-7	-1	i	4	i	i	i	i	-7	-17	i
Cc1ccc(C(=O)n2c(N)nc3ccccc32)cc1	18	-2	i	0	i	i	i	i	-8	-2	i
COc1ccc(-c2ccc(NC(=O)c3ccco3)cc2)nn1	17	14	i	-5	i	i	i	i	-14	-4	i
O=C1N(c2ccccc2)C2CS(=O)(=O)CC2N1c1ccc(Cl)c(Cl)c1 (centres undefined)	7	-1	i	-5	i	i	i	i	-11	-5	i

Continued, overlapping the part above by five compounds.
SMILES	Dyrk1A ADPGlo	GSK3A inh	KCNK3 block	HDAC3 inhib	KCNQ1 inh	PolyA inhibitor	KCNK9 block	RGS4 act	hERG protect	GSK3beta inhib	KCNQ1 pot
COc1ccc2c(-c3ccccc3)cc(SCC(=O)NC(N)=O)nc2c1	-2	0	i	-2	i	i	i	i	-10	2	i
CCC(Sc1ncccc1C(=O)OCCN1CCCC1=O)C(=O)NCc1ccco1 (centres undefined)	-7	-1	i	4	i	i	i	i	-7	-17	i
Cc1ccc(C(=O)n2c(N)nc3ccccc32)cc1	18	-2	i	0	i	i	i	i	-8	-2	i
COc1ccc(-c2ccc(NC(=O)c3ccco3)cc2)nn1	17	14	i	-5	i	i	i	i	-14	-4	i
O=C1N(c2ccccc2)C2CS(=O)(=O)CC2N1c1ccc(Cl)c(Cl)c1 (centres undefined)	7	-1	i	-5	i	i	i	i	-11	-5	i
Cn1cc(CNC(=O)Nc2ccc3c(c2)OCO3)cn1	3	1	i	0	i	i	i	i	-10	2	i
CS(=O)(=O)c1ccc(Cl)c(NC(=O)COC(=O)COc2ccc3c(c2)CCC3)c1	·	-3	i	-2	i	i	i	i	-12	-1	i
COc1ccc(/C(C)=N/Nc2ccc(C(=O)O)cc2)c(OC)c1	3	1	i	2	i	i	i	i	1	-1	i
OCCNc1nc(OCC(F)(F)F)nc(N2CCN(C34CC5CC(CC(C5)C3)C4)CC2)n1	-6	-2	i	-6	i	i	i	i	-5	1	i
Cc1ccc(Oc2nnc(-c3ccccc3)c3ccccc23)cc1	-9	-3	i	-3	i	i	i	i	-6	-3	i
O=C(NCCS(=O)(=O)c1ccc(Cl)cc1)c1ccc(F)cc1	-4	-2	i	-2	i	i	i	i	-4	4	i
O=C(Cc1ccccc1)N1CCN(C(=O)c2cccs2)CC1	7	0	i	-3	i	i	i	i	-7	-1	i
c1ccc(NCCCNc2ccccc2)cc1	0	-1	i	-3	i	i	i	i	-7	3	i
Cc1n[nH]c(C)c1S(=O)(=O)N1CCCC(C(=O)NC2CCCCC2)C1 (centres undefined)	-6	0	i	0	i	·	i	i	-5	-1	i
COc1ccc(C2C(C(=O)N3CCC(C(N)=O)CC3)CC(=O)N2c2ccc(OC)cc2)cc1 (centres undefined)	-8	-1	i	-6	i	i	i	i	-5	1	i
O=C(Nc1ccc2c(c1)C(=O)NC2=O)c1cccc(C(F)(F)F)c1	3	0	i	0	i	i	i	i	-10	3	i
Cc1cc(NC(=O)CSc2ccc3nnc(CCNC(=O)c4ccccc4)n3n2)no1	·	-1	i	3	i	i	i	i	-2	-1	i
COc1ccc(C(=O)Nc2c(N)nc(SCC(=O)N3CCC(C)CC3)[nH]c2=O)cc1OC	4	2	i	6	i	·	i	i	-9	-4	i
CCN(CC)c1cc(C)c2cc(NC(=O)c3ccccc3OC)ccc2n1	-1	-2	i	14	i	i	i	i	-7	1	i
COc1ccc(NC(=O)Nc2ccc(F)cc2)c(C)c1	-6	·	i	-2	i	i	i	i	-12	-1	i
Cc1cc(-c2nnc(SCC(=O)c3ccc4c(c3)OCCO4)o2)no1	-2	2	i	?	i	i	i	i	2	-1	i
CCn1c(C)nc2cc(C(=O)N/N=C/c3ccc(O)cc3)ccc21	-3	0	i	4	i	i	i	i	-16	1	i
CC(=O)c1ccc(NC(=O)Nc2ccc3c(c2)nc(C)n3C)cc1	·	-1	i	-8	i	i	i	i	-7	1	i
CC1CCN(S(=O)(=O)c2cccc(C(=O)O)c2)CC1	1	-3	i	2	i	i	i	i	-4	-2	i
O=[N+]([O-])c1ccc(/C=N/n2c(CO)nc3ccccc32)s1	-2	0	i	-6	i	i	i	i	-9	0	i
COC(=O)NCC12CC3CC(C1)CC(CNC(=O)OC)(C3)C2	0	0	i	4	i	i	i	i	-4	2	i
Cc1ccccc1NS(=O)(=O)c1csc(C(N)=O)c1	-1	9	i	5	i	i	i	i	-4	1	i
CCOc1ccccc1C=Nc1ccccc1C(=O)Nc1ccccc1	-7	-1	i	-18	i	i	i	i	-5	-3	i
CCCN(CCC)CCNC(=O)CCC(=O)Nc1ccc2nc(N3CCOCC3)cc(C)c2c1	0	-2	i	-32	i	i	i	i	-4	3	i
C/C(=N\NC(=O)c1c(Cl)c(C)nn1C)c1ccc(NC(=O)c2ccncc2)cc1	·	-4	i	4	i	i	i	i	-7	2	i
CCOc1ccc2nc(NC(NC(C)=O)(C(=O)OC)C(F)(F)F)sc2c1 (centres undefined)	3	2	i	7	i	i	i	i	-11	4	i
COc1ccc(N2C(=O)C3C4C=CC(CC4)C3C2=O)c([N+](=O)[O-])c1 (centres undefined)	-1	-1	i	1	i	i	i	i	-10	2	i
CCOC(=O)c1sc2ncn(/N=C/N(C)C)c(=O)c2c1C	·	2	i	-1	i	i	i	i	-9	-1	i
Cc1cc(N/N=C/c2ccc3c(c2)OCO3)nc2ccccc12	11	-2	-11*	2	i	i	i	i	-9	-2	i
CCOC(=O)N/N=C/c1cccc(Cl)c1Cl	8	3	i	-1	i	i	i	i	-6	-2	i

Reformatted with two lines to a compound: entries from further up
Values in the order: Dyrk1A ADPGlo	GSK3A inh	KCNK3 block	HDAC3 inhib	KCNQ1 inh	PolyA inhibitor	KCNK9 block	RGS4 act	hERG protect	GSK3beta inhib	KCNQ1 pot
> Cc1cc(N/N=C/c2ccc3c(c2)OCO3)nc2ccccc12
 : 11	-2	-11*	2	i	i	i	i	-9	-2	i
> O=[N+]([O-])c1ccc(/C=N/n2c(CO)nc3ccccc32)s1
 : -2	0	i	-6	i	i	i	i	-9	0	i

Next records follow.
SMILES	Dyrk1A ADPGlo	GSK3A inh	KCNK3 block	HDAC3 inhib	KCNQ1 inh	PolyA inhibitor	KCNK9 block	RGS4 act	hERG protect	GSK3beta inhib	KCNQ1 pot
CC(=O)Nc1ccc(Nc2nc(-c3cc4ccccc4oc3=O)cs2)cc1	·	-3	i	2	i	i	i	i	-1	1	i
CC1CCCCN1S(=O)(=O)c1ccc(NC(=O)c2ccco2)cc1 (centres undefined)	-5	-3	i	-1	i	i	i	i	-10	1	i
CCOC(=O)c1ccc(N=C2SC(C(=O)NC)CC(=O)N2Cc2ccc(F)cc2)cc1 (centres undefined)	0	-1	i	-5	i	i	i	i	-15	2	i
O=C(Cn1cnc2c(cnn2-c2ccc(F)cc2)c1=O)N1CCN(c2ccccc2F)CC1	2	-2	i	1	i	i	i	i	0	2	i
O=C(c1ccc2c(c1)OCO2)N1CCN=C1SCc1cccnc1	16	-2	i	1	i	i	i	i	0	-1	i
CC(C(=O)OCC(=O)Nc1cccc(S(=O)(=O)N2CCOCC2)c1)N1C(=O)c2ccccc2C1=O (centres undefined)	5	1	i	4	i	i	i	i	-18	-4	i
Cc1ccc(N(CC(N)=O)C2SC(=O)N(Cc3ccccc3)C2=O)cc1 (centres undefined)	-4	0	i	7	i	i	i	i	1	-1	i
O=C(Nc1ccc(OCC(=O)N2CCOCC2)cc1)c1ccccc1Cl	8	6	i	3	i	i	i	i	-8	0	i
CCCCNC(=O)CSc1nc2ccccc2c(=O)n1Cc1ccc2c(c1)OCO2	-3	4	i	-1	i	i	i	i	-12	3	i
CC(C)(C)n1[nH]c2c3c(ccc2c1=O)C(=O)c1ccccc1C3=O	-1	1	i	0	i	i	i	i	-10	-2	i
COC(=O)c1cc(-c2ccc(OC)cc2F)nc2nc(SC)[nH]c(=O)c12	-6	-1	i	-3	i	i	i	i	-12	1	i

Some of the compounds tested; rates above refer to the full screens.
